# All columns: NCI-60 one-dose screen, growth in % after 48 h at 10 µM unless noted; 100 = growth as untreated, 0 = no growth, -100 = all killed.
# HL-60(TB) = HL-60(TB) leukemia cells; 9% of 78,000 active; active = growth percent below 10
# * = called active by the depositor; & = joins results of further samples; [ ] = dose if it differs, or a comment. An excerpt. The share of hits here may be higher or lower than overall.
cpd	structure	HL-60(TB)
1	COc1cc(/C=C/c2cc(/C=C/c3ccc(O)c(OC)c3)[nH]c(=O)n2)ccc1O	61
2	O=c1[nH]c2ccc(Cl)cc2c2c1C(c1ccc(Cl)cc1)c1c(ncn3nc(-c4ccco4)nc13)O2 (stereo not drawn)	100
3	CCCCCC1(/C=N/NC(N)=O)NC(=O)NC1=O (stereo not drawn)	116
4	O=C(O)c1ccc(SSc2ccc(C(=O)O)cc2)cc1	117
5	Nc1nc2ccc([C@@H]3Nc4ccc5[nH]ncc5c4[C@H]4[C@H]5CCC(C5)[C@H]43)cc2s1	12
6	CCN(Cc1ccccc1)c1ccc(SC#N)cc1	20
7	Cc1ccc(-c2c3c(N)c4c(nc3nc3c2c(C)nn3-c2ccccc2)CCCC4)cc1	98
8	O=C(C(=O)N1CCOCC1)c1cn(C/C=C/c2ccccc2)c2ccccc12	71
9	COc1ccc(/C=C/C(=O)c2sc(N3N=C(c4ccc(N(C)C)cc4)CC3C)nc2C)cc1 (stereo not drawn)	100
10	CC(=O)c1nnc(CCC(=O)c2nc3ccccc3[nH]2)o1	104
11	Clc1ccc(Nc2cccc(-c3cn[nH]c3)c2)c(Cl)c1	111
12	COc1ccccc1/C=C/C(=O)c1c(O)cc2occc2c1OC	73
13	CC12CCC3(CCC(=O)OCCNc4ccnc5cc(Cl)ccc45)[C@@](C)(OO[C@]3(C)O1)O2	97
14	CC(=O)OC1=C2C(CC3C4CC=C5CC(OC(C)=O)CCC5(C)C4CCC23C)C2C(=O)N(Cc3ccccc3)C(=O)C2C1 (stereo not drawn)	43
15	O=[N+]([O-])c1ccc(CN2CCN(c3ccccc3)CC2)cc1	106
16	Cc1ccc(NC(=O)c2cccc([N+](=O)[O-])c2)cc1	102
17	CN(C)S(=O)(=O)Oc1ccc(NC(=O)C23CC4CC(CC(C4)C2)C3)cc1	92
18	COC(=O)c1ccc(Cn2cnc3c(Cl)ncnc32)cc1	102
19	COc1cc(C#CC[C@@H]2C[C@]3(C)[C@H]4CC=C5[C@@H]6CC(C)(C)CC[C@]6(C(=O)O)CC[C@@]5(C)[C@]4(C)CC[C@H]3C(C)(C)[C@H]2O)cc(OC)c1OC	70
20	N#CC(=C1SCS1)[N+](=O)[O-]	-4.0*

# Next part
cpd	structure	HL-60(TB)
21	CCN1CCN(Cc2ccc(NC(=O)Nc3nc(-c4cc(OC)c(OC)c(OC)c4)cs3)cc2C(F)(F)F)CC1	8.2*
22	Cc1ccc([C@@H]2C[C@H](O)Cc3cc(F)ccc3N2)o1	115
23	COc1ccc(-c2cc(-c3ccc(Cl)cc3)nc(SCCCCCCC(=O)NO)n2)cc1	-18*
24	N#Cc1cc(-c2ccnc(Nc3ccc(N4CCN(C5COC5)CC4)cc3)n2)ccc1OC1CCOCC1	40
25	C=CCN1CC(=O)N(/N=C2\C(=O)Nc3ccccc32)C1=S	87
26	CCCCCCCCCCCCCCCCOc1ccccc1NC(=O)CC(C)=O	98
27	CCOC(=O)c1nnn(-c2no[n+]([O-])c2-c2ccccc2)c1COc1ccc(Br)c2cccnc12	92
28	O=C(O)c1ccc([N+](=O)[O-])nc1	98
29	CC(=O)OC1CCC2C3CCC4=C/C(=N/OC(=O)c5ccc(N(CCCl)CCCl)cc5)CCC4(C)C3CC(C)C12 (stereo not drawn)	34
30	Nc1nnc(-c2c[nH]c3ccc(F)cc23)c(-c2c[nH]c3ncc(Br)cc23)n1	89
31	CCCCN1CCN(c2ccc3nc(-c4ccc5nc(-c6ccc(OCC)cc6)[nH]c5c4)[nH]c3c2)CC1	34
32	C/C=C(/Cl)c1c(C)cc(C)cc1C	93
33	C#CC(C)ON1C(=O)c2ccccc2C1=O (stereo not drawn)	119
34	COc1cc(-c2csc(NC(=O)Nc3ccc(F)cc3)n2)cc(OC)c1OC	64
35	Cc1ccsc1[C@@H]1C[C@H](O)Cc2ccc3ccccc3c2N1	128
36	COc1ccc(/C=C/C(=O)c2ccc([N+](=O)[O-])cc2)cc1	82
37	CC(CN(C)C)C(O)(Cc1ccccc1)c1ccccc1 (stereo not drawn)	100
38	O=C(CI)CI	106
39	Nc1cc(Cl)ccc1O	58
40	COc1ccc(OC)c(-c2nc3ccc(-c4nc5ccc(N6CCN(C)CC6)cc5[nH]4)cc3[nH]2)c1	104

# The listing continues.
cpd	structure	HL-60(TB)
41	O=C1CC(c2ccc(Cl)cc2Cl)n2nc(Nc3ccccc3)c(-c3nc4ccccc4s3)c2N1 (stereo not drawn)	110
42	O=Cc1ccc(-c2[nH]c(=S)[nH]c(=O)c2C(=O)Nc2ccc(O)cc2)cc1	71
43	COc1ccc(Cn2cc(Cn3cc(C=C4C(=O)NC(=S)NC4=O)c4ccccc43)nn2)cc1	77
44	COc1cc(-c2nn(C(=O)NS(=O)(=O)c3cccc(Br)c3)cc2-c2ccncc2)ccc1Cl	94
45	COC(=O)[C@H]1CCCN1C(=O)[C@@H]1CCCN1C(=O)[C@@H](Cc1c[nH]c2ccccc12)NC(=S)Nc1cc(C(F)(F)F)cc(C(F)(F)F)c1	68
46	CSC1=NC(c2cccc([N+](=O)[O-])c2)C(C(C)=O)=C(C)N1 (stereo not drawn)	98
47	O=C(CSc1nc2ccccc2c(=O)n1-c1ccccc1)c1cc2cc(Cl)ccc2oc1=O	88
48	C=C1CCC2C3(C)COC(C)(C)OC3CCC2(C)C1C/C=C1\C=COC1=O (stereo not drawn)	95
49	Cc1ccc(-c2csc(N3CCCC3=O)n2)cc1	98
50	O=C(O[C@H]1CO[C@H]2[C@@H]1OC[C@@H]2Oc1ccc(Nc2ncnc3ccsc23)cc1Cl)c1ccccc1	96
51	O=C(/C=C/C12c3ccccc3C(c3ccccc31)C1C(=O)NC(=O)C12)c1ccc(F)cc1 (stereo not drawn)	-20*
52	CCN(C(=O)Nc1ccccc1Cl)c1ccccc1	113
53	Cn1c(O)c(/C=N/NC(=O)c2ccccn2)sc1=S	95
54	NC(=O)c1cccc(-c2ccc(S(=O)(=O)Nc3ccc4c(c3)N(C(=O)C3CC3)CCC4)cc2)c1	1.4*
55	CCOC(=O)CC[C@H](NC(=O)c1ccc(NC(=O)Cn2cnc3c(c(C)nn3-c3ccc(Cl)cc3)c2=O)cc1)C(=O)OCC	104
56	COc1cc(NCCCCCNCC(C)(C)C)c2ncccc2c1	98
57	OCC1OC(O)C(F)C(O)C1O (stereo not drawn)	101
58	CN1CCC(=C(c2ccccc2)c2ccccc2)C(c2ccccc2)C1 (stereo not drawn)	88
59	CCC(=O)C1CCCC(C)C2CC(C)(C)C2/C=C/1C (stereo not drawn)	86
60	CN(C)CC(OC(=O)C(c1ccccc1)c1ccccc1)c1ccccc1 (stereo not drawn)	71

# Remaining list, next part
cpd	structure	HL-60(TB)
61	O=C(c1ccccc1)C(Nc1cccc([N+](=O)[O-])c1)c1ccccc1 (stereo not drawn)	104
62	CC1OC(n2c3ccccc3c3c4c(c5c6ccccc6[nH]c5c32)C(=O)N(CCN[C@@H]2CCC[C@H]2N)C4=O)CC(O)C1O (stereo partly drawn)	29
63	CN1CCN(c2nc(-c3ccccn3)nc3sc4c(c23)CCCCCC4)CC1	96
64	COCCOc1ccc(-c2nc3ccc(-c4nc5ccc(N6CCN(C)CC6)cc5[nH]4)cc3[nH]2)cc1	3.7*
65	COC(=O)c1ccc2c(c1)Oc1ccccc1-c1cc(C)nn1-2	98
66	Fc1ccc(/C=C/c2nc3ccccc3nc2N2CCN(c3ccccc3)CC2)cc1	55
67	O=C(OCCNC1CCCCC1)c1ccc([N+](=O)[O-])cc1	99
68	CCCS(=O)(=O)c1nc(NC2CC2)cc(-c2ccc3c(ccn3C3CC(C)(C)NC(C)(C)C3)c2)n1	-62*
69	COc1cc(CCCOC(=O)/C=C/c2ccc(O)cc2)cc(OC)c1O	96
70	O=C(CSc1nc2ccccc2[nH]1)c1ccc(-n2nnc3ccccc32)cc1	121&100
71	COc1cc(CCn2nnc3c(Nc4ccc(N5CCCCC5)cc4)ncnc32)cc(OC)c1	74
72	COc1cccc2c(OC)cccc12	101
73	O=C1c2ccccc2NC(n2sc3ccccc3c2=O)N1c1ccccc1 (stereo not drawn)	88
74	Cc1cc(NC(=O)CSCC(=O)O)no1	89
75	Oc1ccc2c(O)cccc2c1	70
76	CC(=O)c1ccc(NC(=O)CSc2nnc(-c3ccc(-c4nc5ccc(C)cc5[nH]4)cc3)o2)cc1	91
77	O=S(=O)(Oc1ccc(/C=N/NC(=S)Nc2ccccc2)cc1)C(F)(F)C(F)(F)C(F)(F)C(F)(F)C(F)(F)C(F)(F)F	115
78	O=C(CCOCCOCCNC(=O)COc1ccc2c(c1)OCC(c1ccc(F)cc1)C2=O)NCCCC(O)(P(=O)(O)O)P(=O)(O)O (stereo not drawn)	114
79	COc1ccc(NC2=C(Cl)C(=O)c3nc(C)ccc3C2=O)cc1OC	10.0*
80	COc1ccc(Cl)cc1/C=C/C(=O)/C=C(/C=C/c1cc(Cl)ccc1OC)OB(F)F	87

# New compounds follow.
cpd	structure	HL-60(TB)
81	Cc1nn(-c2nc3ccccc3[nH]2)c2c1C(c1ccc(OCC(N)=O)cc1)CC(=O)N2 (stereo not drawn)	113
82	Brc1ccc(-c2nc(Br)cn3ccnc23)cc1	106
83	CCN(CC)CCn1cc(CN)nn1	92
84	CCC(C)C1NC(=O)C(NC(=O)c2c3nc4c(C(=O)NC5C(=O)NC(C(C)CC)C(=O)N6CCCC6C(=O)N(C)CC(=O)N(C)C(C(C)C)C(=O)OC5C)ccc(C)c4oc-3c(C)c(=O)c2N)C(C)OC(=O)C(C(C)C)N(C)C(=O)CN(C)C(=O)C2CCCN2C1=O (stereo not drawn)	-14*
85	COc1cc(CO)cc2cc3ccccc3nc12	101
86	Nc1ccc(C(=O)Nc2cccc(Cn3c(=O)[nH]c4ccc(Oc5ncccn5)cc4c3=O)c2)cc1	99
87	ClC(CN(Cc1ccccc1)Cc1ccccc1)c1ccccc1 (stereo not drawn)	103
88	CCOC(=O)C(C(=O)OCC)=C(C)C	107
89	CC(C)(C)CC(C)(C)N(CSc1ccc(Cl)cc1)CSc1ccc(Cl)cc1	-35*
90	COc1cc(C)cc(-c2nn(CC(N)=O)cc2-c2ccnc(Oc3ccccn3)n2)c1	98
91	CN(C)CCOc1ccc(C(=O)C(=O)N2CCOCC2)cc1	108
92	OCC1OC(n2cnc3cncnc32)C(O)C1O (stereo not drawn)	101
93	CC(=O)O[C@@H]1C[C@]2(C)[C@H]3[C@H](O)C[C@@H]4C5=CC(C)(C)CC[C@]5(C)CC[C@@]4(C)[C@]3(C)CC[C@H]2C(C)(C)[C@H]1O	120
94	O=S(=O)(Oc1ccc(Cl)cc1)c1cccc2cccnc12	95
95	O=C1NC(CO)C(=O)NC1CO (stereo not drawn)	87
96	CCCCC1C(=O)N(c2ccccc2)N(c2ccc(O)cc2)C1=O (stereo not drawn)	106
97	Cc1cc(Cl)cc2sc(=S)[nH]c12	127
98	CC(C)C1CCCCC1O (stereo not drawn)	193
99	COc1ccc(OC)c(-c2[nH]c(=S)nc3c2c(N)nn3-c2ccccc2)c1	79
100	O=C1Nc2ccccc2/C1=N/c1nnc(Sc2ccccc2)s1	87

# (list continues)
cpd	structure	HL-60(TB)
101	Cc1ccc(Nc2ccc(Nc3ccc(C)cc3)c3c2C(=O)c2cccc(O)c2C3=O)cc1	94
102	CN(C)N=Nc1ccc2c(cnn2C(=O)Nc2ccc(Cc3ccccc3)cc2)c1	29
103	Cc1csc[n+]1CC(=O)c1ccc2ccccc2c1	99
104	COC(=O)/C=C1/SC(=Nc2ccc(C)cc2)N(CCc2c[nH]c3ccc(O)cc23)C1=O	49
105	S=C(Nc1cccc2ccccc12)NN1CCCCCC1	116
106	O=C(Nc1cccc(Cl)c1)c1ccc2c(c1)nc(-c1ccccc1)n2C1CCCCC1	63
107	CC(C)(C)c1ccc(C2=NN(c3ccc(S(N)(=O)=O)cc3)C(=O)CC2)cc1	68
108	Cc1ccc(NC(=O)Nc2nc3ccc([N+](=O)[O-])cc3s2)cc1	-17*
109	N#Cc1ccc(C(=O)CSc2nccc(Nc3ccc(C(=O)O)cc3)n2)cc1	100
110	COC1C(C)OCOC2COCOC21 (stereo not drawn)	135
111	COc1ccc(-c2cc(C(=O)N=Nc3c(O)[nH]c4ccc(Br)cc34)c3ccccc3n2)cc1	21
112	COc1ccc(/C=C2\COc3ccc(O)c(O)c3C2=O)c(OC)c1	-13*
113	N#CCc1ccc(N)cc1	96
114	COC(=O)[C@H](Cc1cnc[nH]1)NC(=O)[C@@H](NC(=O)Nc1cc(C(F)(F)F)cc(C(F)(F)F)c1)C(C)C	-62*[100 µM]
115	CCOC(=O)Nc1cc(-c2cccnc2)cc2c(C(C)=O)c(C)[nH]c12	94
116	O=C1Nc2ccc(Br)cc2/C1=N/N=C/c1ccccc1F	82

# Screens (PubChem BioAssay)
